ABHD4 inh – inhibits mouse alpha/beta hydrolase domain 4; 0.54% of 370,000 active; Q8VD66; purified mABHD4, FP-Rh probe fluorescence polarization; inhibition, % at 8.92 µM; AID 720543;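 active = inhibition exceeding the mean over every tested compound plus 3 SD, cut at about 30% in these data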;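 note: 0% = plate median of compound wells and 100% = S159A mutant with DMSO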
Target sequence (Q8VD66 whole entry, looked up, the tested form may be a part): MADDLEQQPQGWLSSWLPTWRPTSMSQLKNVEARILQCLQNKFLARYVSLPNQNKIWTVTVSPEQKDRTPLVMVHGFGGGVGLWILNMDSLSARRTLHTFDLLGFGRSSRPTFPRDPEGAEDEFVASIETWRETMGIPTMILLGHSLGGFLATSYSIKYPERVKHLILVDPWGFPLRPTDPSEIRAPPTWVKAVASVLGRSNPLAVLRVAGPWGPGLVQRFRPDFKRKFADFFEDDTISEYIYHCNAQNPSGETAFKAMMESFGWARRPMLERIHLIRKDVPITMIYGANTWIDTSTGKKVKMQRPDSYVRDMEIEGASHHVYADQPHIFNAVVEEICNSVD
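assay system = mABHD4 protein | compound dosing = single nominal dose of 8.92 µM, 0.89% DMSO final | read-out basis = percent inhibition of probe binding, normalized to plate controls | schedule = Enzyme–compound pre-incubation 45 min, then probe 60 min, both 25 °C | detection = fluorescence polarization, excitation 525 nm, emission 598 nm, BODIPY TMR filters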
SMARCA2 activ – increases SMARCA2 function in MMTV reporter cells; 1% of 370,000 active; MG213 cells, MMTV-luciferase reporter, dexamethasone, overnight; activation, % at 9.1 µM; AID 652017; in the data active = activation above about 7.8%;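 note: 0% = vehicle wells and 100% = reference activator wells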
rCAG binder – binds r(CAG) RNA repeats; r(CAG) RNA repeat, TO-PRO-1 dye displacement fluorescence; inhibition, % at 3 µM; 1.3% of 370,000 active; AID 651821;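 active = inhibition above the plate cutoff, the mean of all test compounds on that plate plus 3 SD, cut at about 35% in these data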;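 note: 0% = DMSO alone and 100% = 100 µM mitoxantrone as full dye displacement; higher means more dye released from RNA so lower well fluorescence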
GC-B act – GC-B (human) receptor activation; HEK293-GC-B cells, CNP EC30, cGMP TR-FRET; 0% at EC30 CNP, 100% saturating CNP; AID 1920062; P20594; activation, % at 10 µM; 0.11% of 370,000 active;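 active = activation at 10 µM reaching about 35% in either raw or pattern-adjusted values, limit read from the data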
ARFGAP1 inh – inhibitors of rat ARFGAP1 | Arfgap1-stimulated ARF1 GTP hydrolysis, GDP FP detection | inhibition, % at 16.5 µM | 0.26% of 360,000 active | AID 651572;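 active = inhibition above a per-plate limit, mean inhibition of low control wells plus 3 SD, cut at about 25% in these data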;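 note: 0% = DMSO wells with enzyme and 100% = wells lacking Arfgap1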
Target sequence (Q62848 1-136 limits assumed): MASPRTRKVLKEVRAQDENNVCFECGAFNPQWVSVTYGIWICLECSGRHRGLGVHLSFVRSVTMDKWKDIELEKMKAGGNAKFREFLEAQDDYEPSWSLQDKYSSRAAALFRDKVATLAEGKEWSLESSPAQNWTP
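System: truncated rat Arfgap1 GAP domain / Benchmarks: high control wells lacking Arfgap1, low control full reaction with DMSO / Times: compound-enzyme preincubation 20 min, reaction 120 min, detection 60 min, 25 °C / Repeats: one replicate per compound / Also added: human ARF1(Δ1-17)-GTP substrate / Measured by: Tracer-displacement fluorescence polarization with EDTA stop, 620/688 nm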
Rev-erbA mod – Rev-erb alpha (human) modulation; P20393; Rev-erbα–FITC-DNA binding, fluorescence polarization, 90 min; activity, % at 10 µM; 0.79% of 370,000 active;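 active = activity above about 14%, limit read from the data; passing the limit was not always enough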;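 note: 0% = DMSO wells with 35 nM protein and 100% = DMSO wells with 750 nM protein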
Target sequence (P20393 whole entry, looked up): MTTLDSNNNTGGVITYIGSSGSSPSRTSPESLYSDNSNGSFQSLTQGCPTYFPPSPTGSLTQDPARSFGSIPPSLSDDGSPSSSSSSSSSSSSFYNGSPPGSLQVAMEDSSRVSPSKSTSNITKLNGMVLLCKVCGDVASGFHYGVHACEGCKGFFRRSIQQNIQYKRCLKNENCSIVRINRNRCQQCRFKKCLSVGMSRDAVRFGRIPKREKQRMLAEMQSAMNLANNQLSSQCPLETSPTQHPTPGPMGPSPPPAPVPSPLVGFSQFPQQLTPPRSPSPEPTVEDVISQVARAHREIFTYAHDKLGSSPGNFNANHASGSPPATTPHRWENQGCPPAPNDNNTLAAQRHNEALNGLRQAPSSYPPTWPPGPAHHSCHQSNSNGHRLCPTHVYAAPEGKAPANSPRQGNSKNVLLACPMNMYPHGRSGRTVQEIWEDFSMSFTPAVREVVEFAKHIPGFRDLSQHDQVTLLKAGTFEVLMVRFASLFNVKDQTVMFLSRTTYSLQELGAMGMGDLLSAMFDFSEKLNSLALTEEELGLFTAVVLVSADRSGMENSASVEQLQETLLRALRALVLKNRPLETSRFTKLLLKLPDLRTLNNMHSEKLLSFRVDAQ
PG9 Ab binder – binds the HIV-1 gp120 antibody PG9 | 0.43% of 360,000 active | AID 624416 | TR-FRET gp120-PG9 antibody binding | inhibition, % at 6.7 µM; in the data active = inhibition above about 8.5%
HTRA1 inh – HTRA1 (human) protease inhibition | Q92743 | recombinant HTRA1, FP-rhodamine activity-based probe, fluorescence polarization | inhibition, % at 5.96 µM | 0.5% of 340,000 active | AID 504803; in the data active = inhibition above about 36%;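 note: 0% = enzyme with DMSO and 100% = wells lacking enzyme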
NPR1 activator – GC-A (human) enzyme activation; AID 1671463; activation, % at 10 µM; 0.14% of 370,000 active; HEK293 GC-A cells, cGMP TR-FRET, EC30 ANP; 0% at EC30 ANP, 100% saturating ANP; in the data active = activation above about 40%
ASAP1 GAP inh – blocks human ASAP1-stimulated Arf1 GTP hydrolysis. 0.19% of 360,000 active. Q9ULH1. GDP FP detection. inhibition, % at 16.5 µM. AID 624377; in the data active = inhibition above about 25%;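 note: 0% = vehicle with enzyme and substrate and 100% = no enzyme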
* hit, by the source's call; · = not tested or not shown.

SMILES	ABHD4 inh	SMARCA2 activ	rCAG binder	GC-B act	ARFGAP1 inh	Rev-erbA mod	PG9 Ab binder	HTRA1 inh	NPR1 activator	ASAP1 GAP inh
CC(=O)Nc1ccc(-c2csc(NC(=O)CN3C(=O)NC4(CCCC4)C3=O)n2)cc1	-9	-2	0	-5	15	-1	-2.4	-1	2	-4
Oc1ccc(C[C@H]2CNC(=S)N2CCc2cc(C(F)(F)F)cc(C(F)(F)F)c2)cc1	-29	-1	-3	-3	-11	3	-0.3	-40	-3	-4
O=C(C1CCN(c2ncnc3c2nc2n3CCCCC2)CC1)N1CCN(c2cccc(Cl)c2)CC1	5	-5	-1	0	-9	8	-2.5	-10	-3	11
CCn1ccnc1CNC(=O)CC1C(=O)NCCN1Cc1ccccc1F (configuration not stated)	-5	7	-2	5	-2	5	1.3	4	1	1
COc1ccccc1C=NNC(=O)c1ccccc1OCCOc1ccccc1	-20	0	0	0	-10	3	-2.4	-86	-4	-5
COc1ccc(-c2cn[nH]c2-c2ccc(OCc3ccccc3)cc2O)cc1	-13	-3	8	1	13	-3	0.5	-12	4	11
CCOc1ccccc1N1CC(C(=O)Nc2c(C)n(C)n(-c3ccccc3)c2=O)CC1=O (configuration not stated)	4	4	2	-6	8	1	-3.8	1	-3	-1
CCCCCCCCN1C(=O)[C@H](CC(=O)NCC23CC4CC(CC(C4)C2)C3)C[C@@]2(C(=O)OC)CC(C)(C)CC=C12	-6	-2	3	9	0	0	-0.7	·	-1	12
CCCc1cc(=O)oc2c(CN3CCCC3)c(O)ccc12	3	0	1	-1	-12	-1	0.2	7	5	-10
O=C(CSCc1cnn(-c2ccccc2)c1-n1cccc1)NCc1cccnc1	4	-1	-5	-3	1	-6	0.2	-7	-6	-8
Cc1cc(/C=C2\SC(=S)NC2=O)c(C)n1C1CC1	21	6	36*	3	11	-5	-7.7	18	1	-14
O=C(/C=C/c1ccco1)NCC(=O)N/N=C/c1ccc(Cl)cc1	-10	1	1	-2	-1	1	-1.4	-2	6	13
Cc1oc(-c2ccccc2F)nc1CS(=O)(=O)CC(=O)N1CCc2ccccc21	-1	2	4	-7	6	2	0.8	-3	-11	-4
Cn1c(-c2ccc([N+](=O)[O-])cc2)nc2ccccc21	-4	-2	1	-5	3	-1	-0.4	2	-7	10
C=CCn1c(SCC(=O)N2CCc3ccccc3C2)nc2ccccc2c1=O	-1	-1	-3	-3	8	-6	-0.7	-12	0	-1
Cc1oc(C)c(C(=O)O)c1C(=O)O	1	0	-1	0	-12	-2	-0.3	7	-3	3
O=C(Nc1ccc(Cl)cn1)c1ccccc1SCc1ccccc1	-4	0	1	-1	-1	2	-1.7	-16	2	-2
O=C(Nc1nnc(S(=O)(=O)N2CCCCCC2)s1)c1cccc(Br)c1	-12	1	16	-1	0	-7	2.4	-3	-1	8
COc1cc(-c2nc3ccccn3c2/N=C/c2cc(OC)c(OC)c(OC)c2)ccc1O	6	4	4	24	1	4	-28	-4	22	8
COc1ccc(C(=O)Nc2ccc(C(=O)N3CCCCC3)cc2)cc1OC	-1	0	-5	-8	9	-4	0.9	-4	4	7
CC(=O)c1cccc(Nc2nc(=O)c3cccnc3s2)c1	0	2	1	-5	-10	2	1.0	2	4	-1
CCC(=O)N1CCc2cc(Br)cc(S(=O)(=O)N(C)c3ccc(OC)cc3OC)c21	-13	-3	1	-5	9	14	-1.9	-4	-3	5
CCNC(=O)C1CCCN(C(=O)c2ccc(C(=O)OC)cc2)CC1 (configuration not stated)	1	0	1	0	10	-6	-0.4	·	2	-17
CCOC(=O)N1CCN(C(=O)CCCn2nnnc2CN2CCC(C)CC2)CC1	-6	1	-5	1	-12	5	2.4	8	5	-2
CC(=O)Nc1ccc(NC(=O)CSc2nc3nc(-c4cccs4)cc(C(F)(F)F)c3c(=O)[nH]2)cc1	-3	2	16	-7	7	-7	-0.6	-12	0	11
Cc1cc(C(F)F)n2nc(C(=O)Nc3ccccc3Br)nc2n1	0	-2	1	3	4	2	1.6	0	6	-15
CCCNC(=O)C1(C)CCCN(C(=O)c2cccc(Cl)c2)C1 (configuration not stated)	11	9.3*	-1	11	2	-2	-1.8	·	1	7
CCOC(=O)c1ccc(-n2c(C)nc3c(cnn3-c3ccccc3Cl)c2=O)cc1	3	-2	-4	·	-1	·	0.5	3	·	10
Oc1ccccc1N1CCN(c2ncnc3sc(-c4ccccc4)cc23)CC1	7	-3	11	3	-5	-4	1.1	-12	0	6
COc1ccc(C(C#N)=C2C=CC(=NO)C=C2)cc1	-3	-5	7	-13	15	4	-1.7	3	-7	11
Cc1ccc(S(=O)(=O)N2CCOCC2)cc1C(=O)OCC(=O)c1c(N)n(C)c(=O)n(C)c1=O	-5	-5	2	3	-1	0	-2.2	9	6	4
O=C(c1cccs1)N1CCCC(c2nc3c(nnn3Cc3ccccc3Cl)c(=O)[nH]2)C1 (configuration not stated)	-12	4	3	4	3	-3	-1.0	-7	8	1
COc1cccc(-c2csc(N3CCN(C(=O)Nc4ccccc4OC)CC3)n2)c1	-12	-1	4	4	2	-3	-0.7	-19	0	10
CCOc1ccc(NC(=O)COC(=O)CCC(=O)c2cccs2)cc1	-5	-1	4	2	-4	-9	0.8	4	2	-1
COc1cccc(-c2cc(C(=O)Nn3cnnc3)c3ccccc3n2)c1	-7	-1	6	5	-6	-7	-0.1	-1	2	-2
CCCCn1nnnc1C(c1ccccc1)N1CCN(c2cccc(C)c2C)CC1 (configuration not stated)	-7	0	4	5	6	4	-1.0	·	-2	5
O=C(c1ccco1)N1CCN(c2ccc(S(=O)(=O)N3CCCC3)cc2)CC1	3	-3	-1	4	-14	-1	0.2	2	1	-1
Cc1ccc(Cn2ccc(NC(=O)c3cc(C(C)C)on3)n2)cc1	11	-4	-3	11	0	-6	1.0	-13	4	-6
CCn1cc(C(=O)NCc2ccccc2)c(=O)c2cc(F)c(N3CCN(C(=O)c4ccco4)CC3)cc21	-17	-1	-2	4	5	-3	-2.3	-60	-2	8
O=C1Nc2ccc(S(=O)(=O)NCCC3=CCCCC3)c3cccc1c23	-12	-7	8	8	15	0	2.1	-12	3	-9

Filtered by structure: the compounds so far with an aryl thioether with sulfur outside any ring (3)
SMILES	ABHD4 inh	SMARCA2 activ	rCAG binder	GC-B act	ARFGAP1 inh	Rev-erbA mod	PG9 Ab binder	HTRA1 inh	NPR1 activator	ASAP1 GAP inh
C=CCn1c(SCC(=O)N2CCc3ccccc3C2)nc2ccccc2c1=O	-1	-1	-3	-3	8	-6	-0.7	-12	0	-1
O=C(Nc1ccc(Cl)cn1)c1ccccc1SCc1ccccc1	-4	0	1	-1	-1	2	-1.7	-16	2	-2
CC(=O)Nc1ccc(NC(=O)CSc2nc3nc(-c4cccs4)cc(C(F)(F)F)c3c(=O)[nH]2)cc1	-3	2	16	-7	7	-7	-0.6	-12	0	11

Two compounds drawn at random from the list so far:
SMILES	ABHD4 inh	SMARCA2 activ	rCAG binder	GC-B act	ARFGAP1 inh	Rev-erbA mod	PG9 Ab binder	HTRA1 inh	NPR1 activator	ASAP1 GAP inh
O=C(c1ccco1)N1CCN(c2ccc(S(=O)(=O)N3CCCC3)cc2)CC1	3	-3	-1	4	-14	-1	0.2	2	1	-1
O=C(c1cccs1)N1CCCC(c2nc3c(nnn3Cc3ccccc3Cl)c(=O)[nH]2)C1 (configuration not stated)	-12	4	3	4	3	-3	-1.0	-7	8	1

The listing continues.
SMILES	ABHD4 inh	SMARCA2 activ	rCAG binder	GC-B act	ARFGAP1 inh	Rev-erbA mod	PG9 Ab binder	HTRA1 inh	NPR1 activator	ASAP1 GAP inh
C[C@H](NC(=O)[C@@H]1Cc2ccccc2CN1)C(=O)Nc1ccc2c(c1)OCO2	2	3	1	6	-2	7	-0.9	12	-3	5
COCCCNc1oc(-c2ccccc2F)nc1C#N	4	2	-1	6	-9	-2	-0.1	-2	6	16
O=C(NCc1ccccn1)c1nc(-c2ccc(C(F)(F)F)cc2)no1	-3	3	-2	3	0	-3	0.1	-2	0	12
CS(=O)(=O)N(Cc1ccccc1)c1ccc(C(=O)NCc2ccccc2)cc1	4	-1	-3	0	7	0	-0.3	-7	3	4
O=C(CC12CC3CC(CC(C3)C1)C2)NC(=S)N1CCCCC1	0	-2	-3	1	-5	0	-0.6	-2	1	6
Cc1cc(NCc2ccco2)n2ncnc2n1	0	-2	-4	3	13	-6	-0.3	-1	0	3
CCCCCCNC(=O)C(C#N)c1nc2ccccc2nc1N1CCCC1 (configuration not stated)	-5	0	1	-5	-17	-2	-3.0	1	0	12
COc1cc(OC)cc(C(=O)N[C@H](C(=O)NCc2ccco2)C(C)C)c1	-2	1	-2	4	2	1	-0.3	-1	-5	0
Cc1ccc(S(=O)(=O)NC(=O)C2(C)CCN2C(=O)c2cccc(F)c2)nc1 (configuration not stated)	10	-6	3	4	-6	-5	1.2	·	-1	16
CCOc1cc(CNCCCN2CCOCC2)cc(Cl)c1OCC(=O)NC(C)(C)C	6	-3	-9	-1	7	3	-0.5	3	3	8
O=C(O)c1ccc2c(c1)C(=O)N(Cc1ccccc1)C2=O	17	-3	4	0	-3	-6	-1.2	3	0	-3
CCc1ccc(OCc2nnc(SCC(=O)N3CCN(c4ccccc4)CC3)o2)cc1	4	1	-2	5	16	0	0.2	1	4	-2
O=C(c1cccc(S(=O)(=O)N2CCCC2)c1)N1CCOCC1	-14	-1	1	1	-1	3	0.2	4	0	3
CCOc1ccc(Nc2nc(N)nc(CCl)n2)cc1	6	-11	1	-4	8	4	-0.8	5	0	0
Cc1ccc(C2=NS(=O)(=O)N(C)C(C(=O)Nc3ccc4c(c3)OCO4)=C2)cc1	-1	-1	11	1	7	4	-1.6	-18	-5	13
O=C1C(=O)N(CCO)C(c2ccccc2[N+](=O)[O-])/C1=C(\O)c1ccccc1 (configuration not stated)	16	4	3	6	11	-4	-1.1	-3	2	4
COc1ccccc1OCC(=O)Nc1cccc(N(C)S(C)(=O)=O)c1	5	0	-3	20	-1	-1	-2.7	-2	13	-9
CC(Nc1nc(N2CCCC2)nc2ccccc12)c1ccccc1 (configuration not stated)	-2	-4	8	1	20	5	1.0	-2	1	4
COc1cc(C(=O)NCCNC(=O)C2CCCNC2=O)cc(OC)c1OC (configuration not stated)	2	-1	0	3	7	-1	-0.5	5	2	1
CC(=O)N1N=C(c2ccncc2)OC12CCCC2	0	4	1	-5	3	2	-3.6	-3	-1	-4
CC1(c2nnc(-c3ccncc3)o2)CC(c2cccnc2)=NO1 (configuration not stated)	3	2	1	10	-7	-4	-0.7	1	1	-9
O=C(CC(=O)N/N=C/c1ccc(O)cc1)N/N=C/c1ccc(O)cc1	-2	1	2	1	7	-6	-1.2	3	4	9
CN(Cc1ccc(F)cc1)C(=O)c1cc(COc2ccc(F)cc2F)on1	-3	2	-3	10	9	2	-1.1	-5	0	7
COc1ccc(CCC(=O)NCC(=O)OCc2ccccc2)cc1	3	0	-5	3	-12	-3	-1.3	1	-2	-9
CCCCCOc1ccc(Cl)cc1CN1CCOCC1	3	6	-10	-9	2	0	0.8	-5	-10	7
COc1ccccc1N1CCN(C(=O)c2cc3c(-c4ccc(Cl)cc4)nn(C)c3s2)CC1	-1	2	6	-8	0	2	-1.3	-18	-7	6
Cc1c(C(=O)N2CCN(c3ncccn3)CC2)oc2ccc(F)cc12	2	-1	4	-2	-2	-1	0.8	-3	-2	-16
c1c2c(cc3sc(N4CCCCC4)nc13)OCO2	8	4	-3	·	-1	·	-2.8	6	·	-3
O=C(Nc1ccccc1N1CCCC1)c1ccco1	-4	-5	-1	3	-12	1	0.9	-3	2	-6

Screening results as filed in PubChem.
